Compound activity from PubChem.
HTR5A inv ag: inverse agonist of human HTR5A in OPRM1-OPRD1 counter-screen; 340,000 compounds, 0.083% hits; HTR5A cell line, luminescence, inverse agonism; AID 504634; inhibition, % at 9.3 µM; P47898; in the data active = inhibition mostly above about 23%, no sharp cut-off; inactive = mostly below about 18%;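 also: 0% = cells with DMSO and 100% = no-cell wells with DMSO; some compounds called inactive have numbers as strong as hits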
Target sequence (P47898 whole entry, looked up): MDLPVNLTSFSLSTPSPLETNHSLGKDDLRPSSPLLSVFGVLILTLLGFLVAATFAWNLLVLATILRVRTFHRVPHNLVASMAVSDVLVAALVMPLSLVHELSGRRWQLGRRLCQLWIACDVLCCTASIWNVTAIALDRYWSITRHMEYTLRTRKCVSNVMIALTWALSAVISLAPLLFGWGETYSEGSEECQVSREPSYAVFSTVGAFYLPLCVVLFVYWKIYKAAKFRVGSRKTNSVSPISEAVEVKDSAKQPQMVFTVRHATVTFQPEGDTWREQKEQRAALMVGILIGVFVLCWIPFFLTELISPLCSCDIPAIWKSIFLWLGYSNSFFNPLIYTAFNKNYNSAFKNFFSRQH
CDK5 inh: inhibitors of human CDK5/p35 kinase | Q00535+Q15078 | Recombinant CDK5/p35, ADP-Glo luminescence, 60 min | inhibition, % at 10 µM | 330,000 compounds, 0.01% hits | AID 488839;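 active = highest replicate inhibition of at least 50% and at least 75% of replicates reaching 50%; inconclusive = only one of the two criteria met; inactive = both criteria failed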;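 also: plate controls were DMSO neutral control for no effect and GW8510 at 10 µM for full effect; many of its hits are not listed in these tables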
Wnt bcat act: activates Wnt/beta-catenin signaling in a reporter cell assay; activator, plate reader; activation, % at 9.35 µM; 300,000 compounds, 1.2% hits; in the data active = activation above about 30%, passing the limit was not always enough; inconclusive = no clear call, values can overlap the other calls;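 also: 0% = neutral control wells and 100% = positive control wells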
NSD2 HMT inh: blocks human histone methyltransferase NSD2 | O96028 | NSD2 peptide methylation, AlphaScreen, 120 min | inhibition, % at 12.5 µM | 310,000 compounds, 0.54% hits | AID 743445; in the data active = inhibition above about 50%
HTR5A ag ctr: activates human HTR5A in OPRM1-OPRD1 agonist counter-screen | 340,000 compounds, 0.61% hits | HTR5A agonist assay, luminescence, cell-based | P47898 | activation, % at 9.3 µM; in the data active = activation mostly above about 9.5%, no sharp cut-off; inactive = mostly below about 7.6%;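 also: 0% = cells with vehicle only and 100% = reference agonist; strong numbers were not always called active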
SR-BI HDL uptake: mouse SR-BI HDL lipid transfer inhibition. 320,000 compounds, 0.96% hits. Q61009. ldlA[mSR-BI] CHO cells, DiI-HDL uptake fluorescence, 3 h. AID 488896. inhibition, % at 12.5 µM;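 active = mean replicate inhibition of at least 70% and a set share of replicates each scoring 70 or more; inconclusive = meets just one of the two criteria; inactive = fails both criteria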;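 also: 0% = median of neutral control wells and 100% = median of positive control wells; values of inactives mirror those of a sister screen read the other way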
V-ATPase pH: regulators of yeast V-ATPase proton transport; S. cerevisiae, pHLuorin cytosolic pH fluorescence; response, % at 10 µM; 350,000 compounds, 0.37% hits; in the data active = response mostly above about 7.3%, no sharp cut-off; inactive = mostly below about 5.4%; also: actives read high; inactives centre near 0; some compounds called inactive have numbers as strong as hits; reference of the scale not given here
dFosB act: activators of mouse delta FosB homodimer; P13346; purified delta FosB, TAMRA-CDK5 oligo fluorescence polarization; percent of positive-control signal above neutral wells; activation, % at 25 µM; 340,000 compounds, 0.99% hits; AID 493131;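 active = mean activation above about 17%, with every replicate also reaching it, limit read from the data, passing the limit was not always enough; inconclusive = only one of the two conditions met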;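 also: fluorescence polarization rise as delta FosB binds a TAMRA Cdk5 AP-1 oligo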
Target sequence (P13346 whole entry, looked up): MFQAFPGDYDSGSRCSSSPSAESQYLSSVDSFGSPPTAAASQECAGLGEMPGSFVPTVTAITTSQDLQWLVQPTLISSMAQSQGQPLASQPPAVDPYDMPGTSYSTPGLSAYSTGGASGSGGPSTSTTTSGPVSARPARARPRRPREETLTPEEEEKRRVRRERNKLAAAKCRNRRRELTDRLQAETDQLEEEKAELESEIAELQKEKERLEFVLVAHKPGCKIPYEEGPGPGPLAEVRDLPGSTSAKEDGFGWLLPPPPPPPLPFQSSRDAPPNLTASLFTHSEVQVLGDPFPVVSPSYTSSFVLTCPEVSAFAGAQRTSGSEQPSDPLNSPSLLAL
PvdQ acylase: blocks Pseudomonas aeruginosa PvdQ acylase activity; inhibition, % at 10 µM; 340,000 compounds, 0.063% hits; purified PvdQ acylase, fluorescence plate reader; in the data active = inhibition above about 30%, passing the limit was not always enough; inconclusive = no clear call, values can overlap the other calls;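 also: 0% = vehicle neutral wells and 100% = reference inhibitor wells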
MITF act: activators of MITF-driven TRPM1 promoter activity in SK-MEL-5 cells. SK-MEL-5 TRPM1-promoter luciferase, 24 h; % of positive control, neutral wells = 0. activation, % at 12.5 µM. 300,000 compounds, 0.75% hits. AID 588334;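 active = mean activation of at least 80% with every replicate also reaching 80%; inconclusive = mean reaches 80% but some replicate falls short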;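 also: 0% = neutral control wells and 100% = parthenolide positive control wells; values of inactives mirror those of a sister screen read the other way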
Starred values were filed as active, the others as inactive; ? = inconclusive; nt = not tested or not shown.

[1] COc1cccc(NC(=O)Cn2c(=O)oc3ccccc32)c1
[2] CN(Cc1cnccn1)C(=O)CC1C(=O)NCCN1CC(c1ccccc1)c1ccccc1 (centres undefined)
[3] Cc1ccc(S(=O)(=O)Cn2nnnc2C(CC(C)C)N2CCN(C)CC2)cc1 (centres undefined)
[4] O=C(CN1CCOCC1)NCc1ccc(F)cc1
[5] Cc1c(NC(=O)c2c(NC(=O)CNC3CC3)sc3c2CCCC3)c(=O)n(-c2ccccc2)n1C
[6] CC(C)[C@@H](C(=O)OCC(=O)c1ccc2c(c1)NC(=O)CO2)N1C(=O)c2ccccc2C1=O
[7] COc1cccc2cc(-c3nnc(SCC(=O)NCCc4ccccc4)n3C)oc12
[8] CC(C)(C)c1nn2cnnc2n(/N=C/c2ccc(O)cc2)c1=O

Assay by compound | 1 | 2 | 3 | 4 | 5 | 6 | 7 | 8
HTR5A inv ag | -15.9 | 0.2 | -7.3 | -21.0 | 0.7 | 6.7 | 3.7 | -0.5
CDK5 inh | -1.0 | 2.5 | 0.7 | 2.3 | 1.2 | -2.4 | -1.6 | 0.4
Wnt bcat act | 3.8 | -0.4 | -2.7 | 0.3 | nt | -3.4 | nt | 4.9
NSD2 HMT inh | 30.9 | 0.9 | 4.9 | -0.4 | -0.9 | -5.3 | nt | 1.8
HTR5A ag ctr | 0.5 | -1.7 | -1.2 | 5.6 | 0.5 | -1.7 | 1.3 | 2.3
SR-BI HDL uptake | 8.5 | 2.0 | -17.7 | nt | 3.3 | -1.1 | 8.7 | 0.0
V-ATPase pH | -0.4 | -2.3 | -2.3 | 2.8 | -1.0 | 0.7 | 2.4 | 1.9
dFosB act | 1.4 | -6.2 | 3.1 | -1.4 | -12.2 | 7.4 | 0.0 | 1.4
PvdQ acylase | -9.8 | 0.5 | -16.4 | -12.0 | -6.7 | -12.7 | 1.5 | -8.4
MITF act | 2.2 | -7.1 | 5.1 | -2.5 | -3.1 | 5.8 | 6.0 | 3.9

[9] O=C(Nc1ccc(F)cc1)C1COc2ccccc2O1 (centres undefined)
[10] COc1ccc(C2CCN(CC(=O)N(C)C)CC2O)cc1 (centres undefined)
[11] CC(C)Oc1cccc(C(=O)C2CCCN(C(=O)c3cncs3)C2)c1 (centres undefined)
[12] CCOC(=O)c1c(C)oc2c1c(C(c1cccnc1)N1CCOCC1)c(O)c1ccccc12 (centres undefined)
[13] Cc1nc(NC(=O)COC(=O)C2CC2C)c(Cl)cc1Cl (centres undefined)
[14] CCOc1cc(C2c3c(-c4ccccc4)n[nH]c3C(=O)N2c2ccc(C(=O)O)cc2)ccc1O (centres undefined)
[15] O=C(COC(=O)c1ccc2ncsc2c1)Nc1ccccc1Br
[16] CCOc1ccccc1-n1c(SC(C)C(=O)NCC2CCCO2)nc2ccccc2c1=O (centres undefined)

Assay by compound | 9 | 10 | 11 | 12 | 13 | 14 | 15 | 16
HTR5A inv ag | -18.2 | -6.7 | 6.8 | -38.9 | 2.3 | -5.0 | -8.0 | 22.2
CDK5 inh | -2.6 | -0.5 | 0.0 | 2.8 | -1.2 | 0.6 | -7.9 | -1.1
Wnt bcat act | 6.1 | -4.5 | -0.8 | nt | 1.5 | -1.6 | 15.7 | 1.5
NSD2 HMT inh | -2.1 | 0.1 | -2.2 | 1.6 | 0.2 | 1.4 | -2.5 | -3.4
HTR5A ag ctr | 4.7 | 2.4 | -3.4 | 4.4 | -0.9 | 4.6 | -0.5 | -3.7
SR-BI HDL uptake | -8.8 | -4.8 | -6.2 | nt | -10.4 | -25.6 | 9.0 | 2.7
V-ATPase pH | 5.8 | 4.0 | 6.0 | -0.2 | -0.3 | 0.1 | -4.5 | 2.4
dFosB act | 1.2 | -3.2 | 0.5 | -6.3 | -14.2 | -10.8 | -5.7 | 1.1
PvdQ acylase | -7.3 | -13.7 | 6.9 | -18.8 | -11.3 | -8.6 | -14.3 | -3.4
MITF act | 48.0 | 2.7 | 3.3 | 44.5 | 14.7 | 5.2 | 4.4 | 2.0

[17] C=CCc1cccc2cc(C(=O)Nc3ccc(NC(C)=O)cc3)c(=O)oc12
[18] O=C(COC(=O)Cc1c(Cl)cccc1Cl)Nc1ccc2[nH]c(=O)[nH]c2c1
[19] C#CCOCCOCCOCCNc1nc(N2CCN(C(=O)[C@H](CCC(=O)O)n3cc(C(N)CO)nn3)CC2)nc(N2CCN(C(=O)[C@H](Cc3cc4ccccc4[nH]3)n3cc(C(N)[C@H](C)CC)nn3)CC2)n1 (some centres undefined)
[20] CCOC(=O)C/C(N)=N/NC(=O)c1ccc(Cl)cc1Cl
[21] COc1cccc(CN(C)CC(=O)Nc2c(C)cccc2C(C)C)c1
[22] Cc1occc1C(=O)N/N=C/c1ccccn1
[23] CC(=O)c1cc(F)c(N2CCN(C(=O)Cc3ccccc3)CC2)cc1C
[24] CCCCn1c(N)c(N(CCOC)C(=O)CC2CCCCC2)c(=O)[nH]c1=O
[25] CC1=C(C(=O)OC(C)C)C(c2cccnc2)C2=C(CC(C)(C)CC2=O)N1 (centres undefined)
[26] O=[N+]([O-])c1cc([N+](=O)[O-])c(Oc2ccc(F)cc2F)cc1NN1CCCCC1
[27] Cc1ccc2cc(C(c3nnnn3C3CCCC3)N3CCOCC3)c(=O)[nH]c2c1C (centres undefined)

Assay by compound | 17 | 18 | 19 | 20 | 21 | 22 | 23 | 24 | 25 | 26 | 27
HTR5A inv ag | -1.2 | 9.2 | -4.9 | -6.7 | -1.2 | 8.5 | 4.8 | 7.8 | -2.6 | 4.3 | -11.6
CDK5 inh | 0.0 | -0.2 | 1.9 | -2.6 | 0.1 | -5.3 | -1.3 | -5.1 | 1.5 | -0.5 | 0.2
Wnt bcat act | 39.5* | -17.6 | nt | -0.9 | -0.7 | 14.4 | nt | -1.2 | nt | -1.1 | nt
NSD2 HMT inh | 52.4* | -0.1 | nt | 4.5 | -6.8 | -3.5 | -1.4 | -3.4 | -0.5 | nt | nt
HTR5A ag ctr | 0.4 | 2.7 | -3.5 | -0.2 | 0.5 | -3.5 | -2.0 | -3.5 | 1.0 | 7.2 | -2.2
SR-BI HDL uptake | 27.0 | 1.5 | -14.7 | 3.3 | -11.2 | -26.8 | 23.2 | -28.8 | nt | 14.1 | -6.8
V-ATPase pH | -3.5 | 3.8 | -5.4 | -0.7 | 0.5 | 3.1 | -3.0 | -1.8 | 2.6 | 2.9 | 1.8
dFosB act | ? | 4.5 | 1.3 | -8.2 | 2.9 | -4.8 | -2.8 | 2.7 | -3.8 | -1.9 | -18.7
PvdQ acylase | -2.2 | -2.3 | -16.0 | 1.5 | -12.5 | -8.5 | 3.2 | -11.4 | 0.3 | 4.2 | -6.3
MITF act | 22.4 | 6.2 | -0.9 | -5.2 | -6.6 | 17.5 | -12.9 | 0.4 | -5.2 | 0.1 | nt
